Screening results from PubChem BioAssay.
HTT aggregate: reduces HttQ103-GFP aggregates in PC12 cells | PC12 HttQ103-GFP aggregates, Acumen cytometry, 40 h | Potency, µM (highest dose often 46.1 µM), inactives show at the top dose activity change, negative = inhibition, usual class: inhibitors | hit rate 1.1% among 220,000 | AID 1688; note: potency is the fitted concentration of half-maximal effect; % is set by controls: 0 for no effect and ±100 for the full control effect; nearly all actives have a fitted effect of over 60% in size
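Compounds (qHTS titration) were added to PC12 cells expressing an ecdysone-driven HTT exon 1 Q103–GFP fusion after induction with 100 nM tebufenozide. Aggregate formation was measured as GFP objects in cell lysates.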
CBFb RUNX1 block: CBF-beta/RUNX1 interaction disruption. AlphaScreen CBFb-His/RUNX1-biotin binding, biochemical. Potency, µM (highest dose often 59.8 µM), for the others: top-dose activity, negative = inhibition, usual class: inhibitors. 230,000 tested, under 10 active; note: % of control where 0% means no effect
Target sequence (Q01196 whole entry, looked up): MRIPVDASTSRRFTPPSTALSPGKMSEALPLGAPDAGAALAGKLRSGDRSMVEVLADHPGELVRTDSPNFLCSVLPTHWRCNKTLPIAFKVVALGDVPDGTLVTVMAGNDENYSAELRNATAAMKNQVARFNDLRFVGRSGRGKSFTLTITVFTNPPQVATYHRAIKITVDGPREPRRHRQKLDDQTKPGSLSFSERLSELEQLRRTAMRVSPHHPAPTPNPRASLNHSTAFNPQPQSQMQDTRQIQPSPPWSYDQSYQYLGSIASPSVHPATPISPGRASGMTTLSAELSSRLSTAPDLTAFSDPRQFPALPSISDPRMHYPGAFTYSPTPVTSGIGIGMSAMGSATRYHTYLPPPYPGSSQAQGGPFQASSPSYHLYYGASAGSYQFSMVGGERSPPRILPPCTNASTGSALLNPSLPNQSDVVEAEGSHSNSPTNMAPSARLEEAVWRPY
Target sequence (Q13951 whole entry, looked up): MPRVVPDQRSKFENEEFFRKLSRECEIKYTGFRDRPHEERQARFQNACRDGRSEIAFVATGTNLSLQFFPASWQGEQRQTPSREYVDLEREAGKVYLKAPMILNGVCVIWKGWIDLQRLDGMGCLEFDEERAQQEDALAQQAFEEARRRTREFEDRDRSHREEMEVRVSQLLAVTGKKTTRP
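AlphaScreen proximity signal reports loss of binding between His-tagged CBF-beta and biotin-labelled RUNX1, each at 30 nM. Proteins are pre-associated for 20 minutes, compounds added for 15 minutes, then beads for 90 minutes, all at ambient temperature.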
KinaseGlo FLuc: Kinase-Glo luciferase inhibition (counter-screen); hit rate 0.28% among 200,000; Potency, µM (doses to about 38.3 µM), inactives show at the highest dose activity change, negative = inhibition, actives largely listed as inhibitors; Kinase-Glo luciferase, ATP luminescence, 8 min; Q27757; note: potency is the fitted concentration of half-maximal effect; % is set by controls: 0 for no effect and ±100 for the full control effect; nearly all actives have a fitted effect of over 60% in size
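Kinase-Glo luciferase light output from ATP and luciferin was measured with 10 uM ATP, within the enzyme's linear range. Buffer: 50 mM imidazole pH 7.2, 50 mM KCl, 7 mM MgCl2, 0.01% Tween 20, 0.05% BSA; luminescence read after 8 min at ambient temperature.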
LMNA splice mod: LMNA splicing modulation; HeLa LMNA splicing GFP/RFP minigene ratio, 48 h; Potency, µM (top dose mostly 46.1 µM), for inactives: at the highest dose ratio change, negative = inhibition, most hits filed as inhibitors; hit rate 0.01% among 200,000; AID 1487; active = well fitted inhibition curve with a large enough effect in the signal ratio, with a control signal flat, not every such curve was filed as active; inconclusive = small, poorly fitted or top-dose-only effect, or effect the other way, or a change in a side signal; the % refers to the signal ratio; note: potency is the fitted concentration of half-maximal effect; % is set by controls: 0 for no effect and ±100 for the full control effect
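S3 HeLa cells stably expressing lamin A-EGFP splicing minigene plus DsRed2, 600 cells/well, 48 h compound exposure at 37C. Laser-scanning cytometry; analysed as GFP (500-530 nm)/RFP (575-640 nm) total intensity ratio; 0.5% DMSO vehicle.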
HTT ATP protect: Huntington cell model cytoprotection by ATP luminescence; PC12 HTT-Q103 induced, cytoprotection, ATP luminescence, 40 h; Potency, µM (highest dose often 56.4 µM), for the others: cytoprotection (ATP increase), usual class: activators; hit rate 0.14% among 230,000; AID 1471;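 note: potency is the fitted concentration of half-maximal effect; % of control where 0% means no effect; nearly all actives have a fitted effect of over 45% in size; toxic huntingtin expression switched on by the ecdysone agonist tebufenozide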
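Huntington model: PC12 line, ecdysone-inducible HTTQ103 exon1–GFP, tebufenozide 100 nM. Test articles in a dose series. Endpoint luminescence from cellular ATP.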
SMN2 splice up: increases expression of the SMN2 splice variant; HEK293 SMN2-luciferase splicing reporter, luminescence, 30-36 h; Potency, µM (highest dose often 46.1 µM), without a hit: top-dose activity change, positive = activation, most hits filed as activators; hit rate 2.8% among 210,000; note: potency is the fitted concentration of half-maximal effect; % of control where 0% means no effect; nearly all actives have a fitted effect of over 55% in size
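HEK293 cells carry an SMN2 minigene-luciferase reporter in which exon 7 inclusion puts luciferase in frame. Cells were seeded at 2000 cells/well, attached for 10-12 hours, then exposed to compounds for 30-36 hours at 37C before ONE-Glo luminescence.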
IMPase Li cell: membrane-permeable IMPase blocker, potentiated with lithium | CHO-M1 cells, IP1 TR-FRET (IP-One), carbachol + lithium | hit rate 0.35% among 210,000 | AID 1457 | Potency, µM (top dose mostly 59.4 µM), for inactives: at the highest dose activity, negative = IMPase inhibition, hits mostly inhibitors;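 note: IP1 builds up when IMPase is blocked and the TR-FRET signal falls; potency is the fitted concentration of half-maximal effect; plate controls were basal vehicle for no effect and high inhibitor control for full effect; nearly all actives have a fitted effect of over 50% in size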
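CHO cells stably expressing M1 receptor (2000/well) were cultured 16–30 h, then exposed to compounds with a small lithium addition for 30 min at 37C. IP1 was measured by TR-FRET competition; AC50 from Hill fits.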
* hit, by the source's call; ? = inconclusive; · = no result given; [ ] = dose if it differs, or a comment. Unless noted, calls come from the whole dose curve; as a rule, active = well fitted curve in the direction sought with a large enough effect; inconclusive = small, poorly fitted or top-dose-only effect, or another doubt; inactive = no such curve, though single readings can be large; an effect the other way counts as inactive or inconclusive.

SMILES | HTT aggregate | CBFb RUNX1 block | KinaseGlo FLuc | LMNA splice mod | HTT ATP protect | SMN2 splice up | IMPase Li cell
CC(C)C(c1nnnn1Cc1ccc(F)cc1)N1CCN(C2CCCCC2)CC1 (centres undefined) | 9% | 0% | -1% | ? | 3%[10 µM] | -13% | 5%[38.3 µM]
COc1ccc(C2=NOC3(CC(=O)N(c4ccc(C)cc4)C3=O)C2)c(OC)c1 (centres undefined) | 18% | -2% | -1% | 1% | 1% | 15% | 4%[38.3 µM]
COCCOC(=O)c1c(NC(=O)CN2CCCc3ccccc32)sc(C(N)=O)c1C | ? | -3% | · | -2% | -5%[10 µM] | · | ·
C=C[C@@]1(C)CC[C@H](O)[C@H]2C(=O)CCC[C@@H]21 | · | -2% | 1% | · | ? | -10% | -3%
O=c1oc2ccc3ccccc3c2c2c1SC(C(F)(F)F)C2 (centres undefined) | 9% | -3% | -2% | -8% | -18% | -17% | 9%[38.3 µM]
CCSC1=C(C#N)C(c2cccs2)C(C(=O)OC)=C(C)N1 (centres undefined) | 2% | 16% | -3% | 2% | 14% | -2% | 4%[38.3 µM]
O=C(COC(=O)C1CCC(=O)N1)Nc1ccccc1Br (centres undefined) | 13% | -10% | 2% | 0%[46 µM] | -9%[10 µM] | 5% | 4%
O=C(Nc1ccc(Cl)cc1)N1CCc2[nH]c3ccccc3c2C1 | 9% | -5% | 1% | 0% | -11% | -6% | 2%[38.3 µM]
CN(C)c1ncc2nc(-c3cccc(C#N)c3)c(=O)n(CCC#N)c2n1 | · | · | · | 5% | 9% | · | 10%
Clc1ccc(CNc2ccc3nnc(-c4ccccc4)n3n2)cc1 | -22% | 0%[2.36 µM] | 10% | 0% | · | -4% | 5%
O=C(c1ccco1)N1CCN(C(=O)c2cc(-c3ccccc3)nc3ccccc23)CC1 | 3% | -4% | -5% | 10% | -27% | 8% | 2%[38.3 µM]
O=C(CC12CC3CC(CC(C3)C1)C2)NCC(=O)N1CCc2ccccc2C1 | 22% | 0% | 0% | 12% | -11% | -5% | 43%[activator][38.3 µM]
CC1=C(C(=O)Nc2ccccc2)C(c2ccc(C)o2)n2ncnc2N1 (centres undefined) | 15% | 2% | 1% | 1% | 10% | -10% | 3%[38.3 µM]
Clc1ccc(-c2noc(CN(Cc3ccccn3)CC3CCCO3)n2)cc1 (centres undefined) | -5%[9.22 µM] | 3% | 1% | · | -10%[10 µM] | · | 8%
COc1cc2[nH]c(=S)nc(NCCCOC(C)C)c2cc1OC | 2% | -1% | 0% | 12% | 13% | · | -9%[38.3 µM]
CCCCCCOC(=O)C[N+](C)(C)CCOC1CC2CCC1(C)C2(C)C (centres undefined) | 6.3µM* | 9% | 2% | ? | -67%[inhibitor][10 µM] | -27% | 36%[activator][38.3 µM]
COC(=O)c1ccc(NC(=O)Nc2ccc(F)cc2)cc1 | ? | 8% | -1% | -14% | 9%[4.97 µM] | -4% | 2%[38.3 µM]
O=C(NCc1ccccn1)C1CCCN(S(=O)(=O)c2ccccc2)C1 (centres undefined) | 1% | 4% | 2% | -8% | -4%[10 µM] | 2% | 25%[38.3 µM]
CCOC(=O)c1sc(=S)n2c1[nH]c(=O)c1ccc(C(=O)OC)cc12 | -4% | 4% | -1% | 5% | -24% | -4% | -5%[38.3 µM]
CC(C)CC[n+]1ccn(-c2nc3ccccc3nc2[N-]S(=O)(=O)c2ccc(Cl)cc2)c1 | 4%[9.22 µM] | 16% | · | · | 32%[10 µM] | · | ·
Cc1ccc(SC(C)C(=O)NCCC2=CCCCC2)cc1 (centres undefined) | -4% | 16% | -1% | -5% | -11%[10 µM] | 7% | 14%
CC(=O)NC1=NC(=O)C(C)S1 (centres undefined) | 15% | -4% | 0% | 4% | 10% | 3% | -4%[38.3 µM]
CCOCC(=O)Nc1cc(C(=O)Nc2cc(C)cc(C)c2)ccc1Cl | 11%[9.22 µM] | 10% | 11µM* | 15%[46 µM] | 9%[10 µM] | · | 0%
Fc1ccccc1C(c1nnnn1C1CCCC1)N1CCN(Cc2ccccc2)CC1 (centres undefined) | 2% | 8% | 2% | 4% | 16%[1.9 µM] | 5% | 11%
O=C(O)Cc1ccc(Oc2ncc(C(F)(F)F)cc2Cl)cc1 | 23% | 7% | -2% | · | -2% | 9% | -1%
CCOC(=O)N1CCN(S(=O)(=O)c2c(C)nn(C)c2C)CC1 | -16% | 6% | -1% | 2% | -1% | 10% | -4%[38.3 µM]
O=C(Nc1ccc2c(c1)OCO2)c1ccc(S(=O)(=O)N2CCCC2)cc1 | -6%[9.22 µM] | 1% | -1% | 5%[46 µM] | -6%[10 µM] | · | 9%
O=C(Cc1ccccc1)Nc1nnc(-c2ccco2)s1 | 5% | -3% | 1% | -10% | -8%[10 µM] | ? | -22%[38.3 µM]
O=C(NCCSc1ccccc1)c1ccccc1 | -7% | 6% | -6% | -8% | 1% | 11µM* | 10%[38.3 µM]
CC(Oc1ccccc1)C(=O)Nc1cccc(-c2nc3ccccc3[nH]2)c1 (centres undefined) | 10% | 5% | · | -6% | -16% | · | ·
CC(C)(C)NC(=O)CN(Cc1cccs1)C(=O)CNS(=O)(=O)c1ccc(F)cc1 | 0%[9.22 µM] | -1% | 1% | · | 23%[10 µM] | 0% | 7%
c1ccc(C2COC(c3cccs3)=N2)cc1 (centres undefined) | 10% | 2% | 9% | 2% | 21% | 1% | -3%[38.3 µM]
O=S(=O)(NCc1cccnc1)c1ccc(Br)s1 | 0% | 4% | 10% | -6% | 6% | -15% | -5%[38.3 µM]
Cc1nc(SC2CC(=O)N(c3ccc([N+](=O)[O-])cc3)C2=O)nc2c1CCCC2 (centres undefined) | 25% | 3% | -6% | 4% | -17% | 2% | -3%[38.3 µM]
Cc1c(Br)ccc(NC(=O)c2ccccc2[N+](=O)[O-])c1C | 3% | 8% | 2% | -4%[46 µM] | -10% | -3% | 5%
CCc1n[nH]c(=S)n1/N=C/c1ccc(N(C)c2ccccc2)cc1 | -11% | -9% | 6% | · | -34%[inhibitor] | -23% | 17%
COc1ccc(/C=N/NC(=O)/C(=C/c2ccccc2)CCO)cc1 | -4% | -8% | 0% | -12% | 25%[1.9 µM] | 8% | -2%
COC(=O)C(C(=O)OC)c1ccc(N)cc1 | -17% | -14% | 3% | · | -10% | 25% | 1%
O=C(CNc1ccc(F)cc1F)NC(=O)NCc1ccco1 | -16%[9.22 µM] | ? | · | · | -5%[10 µM] | · | ·
COc1ccc(N2CCN(CC(=O)Nc3nnc(-c4ccccc4)s3)CC2)cc1 | -9% | -18% | 2% | -3% | 27%[10 µM] | -3% | -4%
CSc1nnc2c3cc(C)ccc3n(Cc3ccccc3)c2n1 | 11% | -3% | -3% | 7% | -10%[0.074 µM] | -11% | ?
CCCCOC(=O)CSc1nnc(-c2ccc(Cl)cc2Cl)o1 | 0% | ? | -2% | 7% | -18%[10 µM] | -21% | 5%[38.3 µM]
CCN(CC)S(=O)(=O)c1cc(C(=O)O)ccc1Cl | 2% | -3% | 1% | -4% | 5% | ? | 17%[38.3 µM]
Clc1ccc(-c2cn3cccnc3n2)cc1Cl | -3% | -3% | -3% | -6% | 21% | ? | 11%[38.3 µM]
Cc1[nH]c2ccccc2c1/C=N\NC(=O)CNc1ccc2c(c1)OCO2 | -14% | -10% | 1% | -7% | -11%[10 µM] | -8% | 6%
CC(C)Oc1cccc(C(=O)C2CCCN(C(=O)c3ccnn3C)C2)c1 (centres undefined) | -5%[9.22 µM] | -1% | 1% | · | 7%[10 µM] | · | 30%[activator]
Cc1nc2sc(C(c3cccc(F)c3)N3CCC(C)CC3)c(O)n2n1 (centres undefined) | -4% | 6% | -1% | 5% | -12% | -10% | 20%[38.3 µM]
CCOc1ccc2cc(S(=O)(=O)N3CCN(C)CC3)ccc2c1 | 3% | -16% | -1% | -3% | 21%[10 µM] | -5% | 1%
C#CCOCCOCCOCCNc1nc(N2CCN(C(=O)C([C@@H](C)CC)n3cc(C(N)CC(C)C)nn3)CC2)nc(N2CCN(C(=O)[C@H](CCC(=O)O)n3cc(C(N)Cc4ccc(O)cc4)nn3)CC2)n1 (some centres undefined) | -4%[9.22 µM] | 7% | · | · | 3%[10 µM] | · | -2%
C[C@@H]1C(=O)CC2C(C)(C)CCC[C@]2(C)[C@@]1(O)CCc1ccoc1 (some centres undefined) | · | 16% | 0% | · | -4% | -9% | 16%
Nc1c2c(nc3sc4c(c13)CCCC4)CCCCCC2 | -2% | 7% | -4% | -2% | -4%[10 µM] | -26% | 12%
COc1ccc(C2CC(c3ccccc3)=NN2C(=O)CSc2nccc(=O)[nH]2)cc1 (centres undefined) | 6% | 13% | 0% | 21% | 7%[10 µM] | 9% | 1%
O=C(Cc1c(O)c2ccccc2[nH]c1=O)NCc1ccccc1 | -7% | 0% | -4% | 6% | -1% | 10% | 6%[38.3 µM]
Cc1ccccc1Cn1nc(C)c(NC(=O)c2cc(-c3cccs3)on2)c1C | ? | 3% | 0% | ? | -30% | -24% | -12%[38.3 µM]
CCc1ccccc1NC(=O)c1noc(C(C)C)c1[N+](=O)[O-] | 7.1µM* | -15% | · | · | -19% | · | 6%
Cc1ccc(Nc2nnc(SCC(=O)Nc3cccnc3Cl)s2)cc1C | 2% | -5% | -10% | ? | -13%[10 µM] | 18% | -1%
COc1ccccc1Nc1nc(-c2cccc(N3C(=O)c4ccccc4C3=O)c2)cs1 | 16% | -7% | 0% | -7% | 10%[10 µM] | 6% | -1%

An excerpt from above in order of formula weight, smallest number first.
SMILES | HTT aggregate | CBFb RUNX1 block | KinaseGlo FLuc | LMNA splice mod | HTT ATP protect | SMN2 splice up | IMPase Li cell
Nc1c2c(nc3sc4c(c13)CCCC4)CCCCCC2 | -2% | 7% | -4% | -2% | -4%[10 µM] | -26% | 12%
CSc1nnc2c3cc(C)ccc3n(Cc3ccccc3)c2n1 | 11% | -3% | -3% | 7% | -10%[0.074 µM] | -11% | ?
COc1ccccc1Nc1nc(-c2cccc(N3C(=O)c4ccccc4C3=O)c2)cs1 | 16% | -7% | 0% | -7% | 10%[10 µM] | 6% | -1%
